Bioassay records from PubChem BioAssay.
PPARg SRC2 recr: agonists of SRC-2 recruitment by human PPARgamma | PPARgamma LBD-SRC-2 recruitment, biochemical | activation, % at 8 µM | 0.34% of 200,000 active; in the data active = activation above about 22%;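 also: 0% = vehicle and 100% = reference agonist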
Target sequence (P37231 whole entry, looked up, the tested form may be a part): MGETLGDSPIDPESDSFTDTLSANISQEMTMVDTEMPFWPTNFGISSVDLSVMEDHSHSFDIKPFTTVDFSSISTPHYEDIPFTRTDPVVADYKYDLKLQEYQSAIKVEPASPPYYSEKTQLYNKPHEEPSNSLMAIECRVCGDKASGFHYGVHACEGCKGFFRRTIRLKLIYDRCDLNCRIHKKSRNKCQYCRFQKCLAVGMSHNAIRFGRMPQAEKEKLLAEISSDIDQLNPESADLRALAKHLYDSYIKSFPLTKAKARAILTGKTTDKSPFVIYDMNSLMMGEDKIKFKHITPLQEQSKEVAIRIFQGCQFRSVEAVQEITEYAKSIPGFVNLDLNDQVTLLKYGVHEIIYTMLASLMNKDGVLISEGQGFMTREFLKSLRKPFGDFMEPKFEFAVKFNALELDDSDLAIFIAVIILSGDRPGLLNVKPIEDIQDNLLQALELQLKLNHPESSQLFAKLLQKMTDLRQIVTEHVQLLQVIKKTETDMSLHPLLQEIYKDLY
bIAP act: intestinal alkaline phosphatase (bovine) activation; 0.17% of 200,000 active; activation factor at 20 µM; purified bovine IAP, CDP-star luminescence, 30 min; active compounds read high; fold of DMSO-control signal, blank-subtracted;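 active = activation factor of 2 or more at 20 µM, a signal rise over negative controls twice the positive control's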
PPARg SRC-1 ag: promotes SRC-1 coactivator recruitment by human PPARgamma. 0.41% of 200,000 active. PPARgamma-SRC-1 coactivator recruitment biochemical assay. activation, % at 8 µM. AID 631; in the data active = activation above about 19%;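 also: 0% = DMSO and 100% = reference agonist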
bIAP inh: blocks bovine intestinal alkaline phosphatase activity. 190,000 tested, under 10 active. inhibition, % at 20 µM. purified bovine IAP, CDP-star luminescence, 30 min. AID 1019;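 active = over 50% inhibition of intestinal alkaline phosphatase at 20 µM in the single-dose screen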
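System: Purified bovine intestinal alkaline phosphatase (IAP) enzyme | Input: IAP diluted 1/65,000,000 in the well | Also added: CDP-star chemiluminescent phosphatase substrate, 30 µM final | Dosing: 20 µM single dose | Times: Enzyme reaction for 30 min at room temperature | Detection: Luminescence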
STAT3 blocker: reduces IL-6 driven STAT3 reporter signal; U3A cells, IL-6 STAT3-luciferase reporter, luminescence; host cell line lacks STAT1; inhibition, % at 5.5 µM; 0.89% of 190,000 active;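 active = inhibition above the mean inhibition across all screened compounds plus 3 SD, cut at about 44% in these data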;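 also: 0% = DMSO only wells and 100% = 100 µM nifuroxazide control wells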
ROMK mod: modulates human ROMK potassium channel activity; 2% of 130,000 active; Tet-inducible ROMK, thallium flux fluorescence; actives lie on both sides; AID 1918; B-score at 10 µM;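 active = signal ratio slope over the read window, or its plate-corrected B-score, at least 3 SD from the plate mean, either direction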;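 also: B-score of the F/F0 ratio slope over 7 to 12 s after thallium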
STAT3 activator: STAT3 signaling activation; U3A cells, IL-6 STAT3-luciferase reporter, luminescence; 100% = signal with IL-6 EC80 alone; activation (% of control), % at 5.6 µM; 0.91% of 190,000 active; AID 871;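 active = activation above the screen-wide mean of compound activation plus 3 SD, cut at about 130% in these data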;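 also: 0% = background luminescence of wells with medium and substrate only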
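Material: STAT3-luciferase reporter U3A cells; Probe or stimulus: IL-6 (33 ng/mL); Incubation: compound pre-incubation 1 h before IL-6, then 6 h stimulation at 37 °C; Technique: luminescence from STAT3-driven luciferase reporter; Evaluation: % activation versus median of IL-6-stimulated wells; Controls: IL-6-only high control.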
STAT1 blocker: inhibitors of IFN-gamma induced STAT1 signaling; 0.35% of 200,000 active; NIH 3T3 STAT1-luciferase reporter, luminescence; inhibition, % at 5.5 µM;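 active = inhibition above a set limit, the mean inhibition across all tested compounds plus 3 SD, cut at about 34% in these data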;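 also: 0% = IFN-gamma with DMSO and 100% = IFN-gamma with 300 µM nifuroxazide; values of inactives mirror those of a sister screen read the other way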
PPARg SRC3 recr: promotes SRC-3 coactivator recruitment by human PPARgamma; AID 731; biochemical PPARgamma/SRC-3 coactivator recruitment assay; 0.26% of 200,000 active; P37231; activation, % at 8 µM; in the data active = activation above about 23%;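 also: 0% = DMSO and 100% = reference agonist; some compounds past the cut are filed as inactive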
SRC2 TRFRET art: TR-FRET artefact, counter-screen to PPARgamma/SRC-2 agonist assay. 0.4% of 200,000 active. active compounds read high. AID 1049. TR-FRET ratio at 8 µM; in the data active = TR-FRET ratio above about 2000; also: inactives centre near 1500
TNAP act hiacc: increases human TNAP activity under high phosphate acceptor concentration; activation factor at 20 µM; P05186; purified TNAP, CDP-star luminescence, 1 M DEA, 30 min; active compounds read high; 0 = EDTA background, 1 = DMSO-only activity; 200,000 tested, under 10 active;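 active = activation factor at least 2 at 20 µM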
Target sequence (P05186 whole entry, looked up): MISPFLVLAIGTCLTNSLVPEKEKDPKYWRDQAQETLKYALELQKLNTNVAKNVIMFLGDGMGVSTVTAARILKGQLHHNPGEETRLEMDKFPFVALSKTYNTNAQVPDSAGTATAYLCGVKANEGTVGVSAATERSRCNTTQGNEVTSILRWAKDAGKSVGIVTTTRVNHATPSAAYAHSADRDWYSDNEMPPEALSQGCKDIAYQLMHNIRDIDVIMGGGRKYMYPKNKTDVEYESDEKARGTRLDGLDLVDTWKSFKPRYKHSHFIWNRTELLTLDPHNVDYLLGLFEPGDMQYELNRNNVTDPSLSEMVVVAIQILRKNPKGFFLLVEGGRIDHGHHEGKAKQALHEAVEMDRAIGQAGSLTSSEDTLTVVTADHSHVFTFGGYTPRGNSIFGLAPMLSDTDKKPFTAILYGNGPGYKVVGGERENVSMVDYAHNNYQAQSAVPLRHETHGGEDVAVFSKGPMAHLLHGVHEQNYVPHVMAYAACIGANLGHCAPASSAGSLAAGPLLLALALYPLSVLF
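system = human TNAP | amount = enzyme diluted 1/800 final | reagent = 100 µM CDP-star substrate | signal = luminescent substrate turnover signal | dosing = one dose, 20 µM | benchmarks = EDTA negative control, DMSO positive control | measure = activation factor | timing = 30 min reaction, room temperature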
Numbers without * were called inactive; x = not tested or not shown.

Start of the data: the first 6 records, ahead of the listing:
molecule	PPARg SRC2 recr	bIAP act	PPARg SRC-1 ag	bIAP inh	STAT3 blocker	ROMK mod	STAT3 activator	STAT1 blocker	PPARg SRC3 recr	SRC2 TRFRET art	TNAP act hiacc
Cc1ccc(OCCC(=O)OCC(=O)N2c3ccccc3CC2C)cc1 (stereo unspecified)	6	0.9	0	14	10	x	97	6	1	1460	1
O=C1CC(C(=O)Nc2cccc(Cl)c2)n2ncnc2N1 (stereo unspecified)	0	1	7	2	4	0.56	101	-11	0	1491	1.1
CCn1c(CCNC(=O)c2cccs2)nnc1SCC(=O)Nc1ccc(Cl)cc1	1	0.9	0	8	9	x	94	0	4	1559	1
O=C(NCCc1nnc2ccc(NCC3CCCO3)nn12)c1ccccc1 (stereo unspecified)	0	1	-1	1	10	0.92	99	-4	-1	1530	1
O=C(Nc1cccc2ccccc12)C1CCN(C(=O)Cc2ccccc2)CC1	-2	0.9	-6	10	-18	x	119	5	-5	1502	1
CCOC(=O)c1ccc(N2C(=O)CC(C(=O)OC)=C2C)cc1	9	1	-2	2	6	0.87	98	-2	-9	1640	1

Main list, repeating the preview:
molecule	PPARg SRC2 recr	bIAP act	PPARg SRC-1 ag	bIAP inh	STAT3 blocker	ROMK mod	STAT3 activator	STAT1 blocker	PPARg SRC3 recr	SRC2 TRFRET art	TNAP act hiacc
Cc1ccc(OCCC(=O)OCC(=O)N2c3ccccc3CC2C)cc1 (stereo unspecified)	6	0.9	0	14	10	x	97	6	1	1460	1
O=C1CC(C(=O)Nc2cccc(Cl)c2)n2ncnc2N1 (stereo unspecified)	0	1	7	2	4	0.56	101	-11	0	1491	1.1
CCn1c(CCNC(=O)c2cccs2)nnc1SCC(=O)Nc1ccc(Cl)cc1	1	0.9	0	8	9	x	94	0	4	1559	1
O=C(NCCc1nnc2ccc(NCC3CCCO3)nn12)c1ccccc1 (stereo unspecified)	0	1	-1	1	10	0.92	99	-4	-1	1530	1
O=C(Nc1cccc2ccccc12)C1CCN(C(=O)Cc2ccccc2)CC1	-2	0.9	-6	10	-18	x	119	5	-5	1502	1
CCOC(=O)c1ccc(N2C(=O)CC(C(=O)OC)=C2C)cc1	9	1	-2	2	6	0.87	98	-2	-9	1640	1
O=C(O)CCCC(=O)N1CCc2cc(S(=O)(=O)NCc3ccccc3)ccc21	-5	1.1	-8	-14	7	2.1	98	1	-5	1266	1
OC1(c2ccccc2)CN(c2ccccc2)C2=[N+]1CCS2 (stereo unspecified)	-2	1	-3	4	-7	x	101	4	-11	1495	1

Next structures
molecule	PPARg SRC2 recr	bIAP act	PPARg SRC-1 ag	bIAP inh	STAT3 blocker	ROMK mod	STAT3 activator	STAT1 blocker	PPARg SRC3 recr	SRC2 TRFRET art	TNAP act hiacc
CCCc1[nH]nc2c1C(c1cn[nH]c1-c1ccc(F)cc1)C(C#N)=C(N)O2 (stereo unspecified)	0	0.4	1	x	24	x	81	-1	2	1585	1
O=C(Cc1ccccc1)Nc1ccc(Br)c(Cl)c1	-1	1.2	-2	-21	6	x	97	-11	1	1592	1.1
Cc1nc(NC(=O)C2CC2)sc1C(=O)NC1CCCCC1	-4	1.1	10	-7	-5	0.13	106	-1	5	1561	1.1
COC(=O)c1ccc(Cl)c(NC(=O)CN2CCN(C)CC2)c1	-9	1	-6	-5	1	0.27	97	8	0	1373	0.9
O=C(OCC(=O)N1CCCC1)c1ccc(NS(=O)(=O)c2cccs2)cc1O	7	1	11	1	11	-0.68	93	0	1	1940	1
CCC(C)NC(=O)CCCc1ccccc1 (stereo unspecified)	2	0.7	-4	35	-12	-0.4	116	-8	-4	1439	1
CC(c1ccccc1)n1c(S(=O)(=O)O)nc2ccccc21 (stereo unspecified)	6	0.9	2	8	8	1.1	97	-8	4	1617	1
CCCSc1nnc(CNC(=O)C23CC4CC(CC(C4)C2)C3)n1Cc1ccccc1	7	0.9	-1	6	-5	x	103	-7	6	1562	1

The list continues:
molecule	PPARg SRC2 recr	bIAP act	PPARg SRC-1 ag	bIAP inh	STAT3 blocker	ROMK mod	STAT3 activator	STAT1 blocker	PPARg SRC3 recr	SRC2 TRFRET art	TNAP act hiacc
O=[N+]([O-])c1cc(/C=N/Nc2nc(N3CCCCC3)nc(N3CCCCC3)n2)ccc1O	-5	1.1	-3	-8	1	x	101	-6	3	1731	0.8
CC(=O)c1ccc(NC(=O)CSc2nnc(NC(=O)CN3CCOCC3)s2)cc1	12	1	11	3	4	x	102	9	4	1680	1
CN(C)C(=O)N1CCC(C(=O)NCc2ccccc2)CC1	2	0.9	-1	13	4	0.93	101	10	4	1473	1
O=C(NCc1cccs1)c1ccccc1[N+](=O)[O-]	4	1.6	2	-62	4	x	99	1	2	1652	1.1
O=C(CSc1ncccn1)NC(=O)NCc1ccco1	8	1	4	3	-1	-0.53	105	-2	2	1563	1.1
CN(C)N1C(N)=C(C#N)C(c2cccs2)C2=C1CC(C)(C)CC2=O (stereo unspecified)	2	1.2	1	-17	0	0.17	101	6	4	1800	1
CC(=O)Nc1ccc2c(CN3C(=O)NC(C)(c4ccc(C)cc4)C3=O)cc(=O)oc2c1 (stereo unspecified)	-5	0.9	3	6	1	-2.4	101	-3	0	1409	1
CCOC(=O)c1c(C)n(C)c2c(C)cc(O)c(OC(=O)CC)c12	-3	1	-3	4	3	1.3	98	-5	-16	1317	1.1

(next part)
molecule	PPARg SRC2 recr	bIAP act	PPARg SRC-1 ag	bIAP inh	STAT3 blocker	ROMK mod	STAT3 activator	STAT1 blocker	PPARg SRC3 recr	SRC2 TRFRET art	TNAP act hiacc
O=C(CSc1nnc(-c2ccc(F)cc2)c2ccccc12)Nc1cccc(Cl)c1	4	0.9	4	8	-10	x	105	0	5	2527*	1
CSc1ncccc1C(=O)N1CCCC(C(=O)c2cc(F)ccc2F)C1 (stereo unspecified)	1	0.9	11	12	2	x	103	-3	1	1623	1
CC1Cc2ccccc2N1CC(=O)NC(=O)NCc1ccccc1 (stereo unspecified)	7	1	12	4	2	-0.35	101	-7	9	1661	1
COc1ccc(C(Nc2ccccn2)c2c(NC(=O)c3ccco3)sc(C)c2C)cc1OC (stereo unspecified)	7	1	11	4	-13	x	115	-20	-1	1393	1
c1ccc(-c2ccc(OCCCNC3CCCC3)cc2)cc1	4	1.5	0	-50	2	-3	101	-11	2	1390	1
Cc1c(N(C(=O)c2cc(=O)[nH]c3ccccc23)C(C)C)c(=O)n(-c2ccccc2)n1C	1	1	-3	1	7	x	104	3	-2	1526	1
Cc1ccc(NC(=O)Nc2ccc(F)c(Cl)c2)cc1	1	0.7	4	31	20	-0.71	89	-23	5	1691	1
Cc1cc(C)c(NC(=O)COc2ccccc2C(=O)Nc2ccc3c(c2)oc2ccccc23)c(C)c1	-4	1.2	2	-16	-3	-0.39	103	0	6	1569	1.2

Going on with the list.
molecule	PPARg SRC2 recr	bIAP act	PPARg SRC-1 ag	bIAP inh	STAT3 blocker	ROMK mod	STAT3 activator	STAT1 blocker	PPARg SRC3 recr	SRC2 TRFRET art	TNAP act hiacc
Cn1nc(-c2ccc(C(=O)Nc3ccc(F)cc3)cc2)c2ccccc2c1=O	3	1	7	4	26	-0.031	82	-4	3	1574	1
COc1ccccc1CN(C)C(=O)C1COc2ccccc2O1 (stereo unspecified)	-1	1	-2	3	4	x	100	-13	0	1645	1
COC(=O)c1ccccc1NC(=S)NC(=O)c1ccccc1F	-2	1	4	2	-9	x	110	8	1	1685	1
Cc1cc(-c2ccccc2)c2c(=O)[nH][nH]c2n1	-6	1	-1	3	-8	0.37	109	-11	-1	1427	1
CN(C)S(=O)(=O)c1ccc(Cl)c(NC(=O)COC(=O)c2ccc(O)cc2)c1	2	1.1	9	-14	4	-0.84	102	-3	-5	1656	1
COc1ccc(-n2c(N)c(C(=O)NCc3ccco3)sc2=S)cc1	-2	0.9	6	12	-1	x	104	-4	0	1408	1.1
Cc1cc(C(=O)Nc2cnc3ccccc3c2)ccc1[N+](=O)[O-]	2	0.9	10	5	29	-0.12	80	-40	4	1657	1.1
CCOC(=O)c1cc(C(=O)NCc2ccc(Cl)cc2Cl)nn1C	4	0.9	8	6	11	-0.31	94	6	5	1555	1

Complete entries, quoted from the list. Screens in order: PPARg SRC2 recr	bIAP act	PPARg SRC-1 ag	bIAP inh	STAT3 blocker	ROMK mod	STAT3 activator	STAT1 blocker	PPARg SRC3 recr	SRC2 TRFRET art	TNAP act hiacc
Entry for Cc1cc(-c2ccccc2)c2c(=O)[nH][nH]c2n1 → -6	1	-1	3	-8	0.37	109	-11	-1	1427	1
Entry for COc1ccc(-n2c(N)c(C(=O)NCc3ccco3)sc2=S)cc1 → -2	0.9	6	12	-1	x	104	-4	0	1408	1.1
Entry for COC(=O)c1ccccc1NC(=S)NC(=O)c1ccccc1F → -2	1	4	2	-9	x	110	8	1	1685	1
Entry for COc1ccccc1CN(C)C(=O)C1COc2ccccc2O1 (stereo unspecified) → -1	1	-2	3	4	x	100	-13	0	1645	1
Entry for Cn1nc(-c2ccc(C(=O)Nc3ccc(F)cc3)cc2)c2ccccc2c1=O → 3	1	7	4	26	-0.031	82	-4	3	1574	1

More results follow.
molecule	PPARg SRC2 recr	bIAP act	PPARg SRC-1 ag	bIAP inh	STAT3 blocker	ROMK mod	STAT3 activator	STAT1 blocker	PPARg SRC3 recr	SRC2 TRFRET art	TNAP act hiacc
CCN(CC)S(=O)(=O)c1ccc(N2CCOCC2)c(NC(=O)COc2ccccc2C#N)c1	-6	1.2	-1	-21	-2	1.9	103	5	-1	1507	1
COc1ccc(OC)c(NC(=O)C2CCCCC2)c1	1	1.3	9	-29	-8	0.24	104	-4	-1	1329	1
COCC1CCN(Cc2cn(C)nc2-c2cccc(Cl)c2)C1 (stereo unspecified)	3	1	10	0	4	0.87	99	1	6	1548	1.1
O=c1cc(CNc2cc(C(F)(F)F)cc(C(F)(F)F)c2)nc2sccn12	-9	0.5	3	x	-7	0.15	105	-7	-4	1461	1
CSC1=NCCN1C(=O)c1ccc(S(=O)(=O)N2CCCC2)cc1	-12	0.9	-2	8	-6	x	104	-5	0	1348	1
c1ccc(Cn2nnnc2C(c2cccnc2)N2CCN(C3CCCCC3)CC2)cc1 (stereo unspecified)	8	1	1	3	-2	x	104	-1	-10	1572	1
CCCCN(C(=O)CSc1nncn1-c1ccccc1OC)c1c(N)n(Cc2ccccc2)c(=O)[nH]c1=O	9	1.2	12	-22	9	-0.32	99	12	5	1627	1
Oc1cccc(C(=S)N2CCN(Cc3ccccc3)CC2)c1	-2	0.9	0	7	-5	x	105	1	7	1236	1
O=C(Nc1ccccc1)N(Cc1ccccc1)Cc1ccccc1	5	0.8	0	16	-4	x	106	-1	5	1538	1.1
CC1=C(SCCC#N)S/C(=C2\SC(C)=C(SCCC#N)S2)S1	2	0.9	1	10	12	x	97	-5	-3	1358	1
